# High-throughput results (PubChem BioAssay)
# HT1080 IDH1KD tx: HT-1080 IDH1 knockdown cell toxicity (counter line) | HT-1080 IDH1 knockdown viability, ATP luminescence, 48 h | Potency, µM (top dose mostly 46.1 µM), for inactives: at the highest dose activity, negative = toxicity, actives largely listed as cytotoxic | hit rate 2% among 360,000 | AID 686971;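 further: potency means the concentration at half of the fitted maximal effect; 0% = DMSO wells and -100% = cell-free medium wells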
#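 HT-1080-IDH1KD cells (IDH1 knocked down), 750/well in RPMI with 5% FBS, treated with compound 48 h at 37 degrees C. Viability by CellTiter-Glo luminescence, normalised to DMSO and no-cell wells; concentration-response curves classed.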
# HT1080-NT tox: kills 2HG-producing HT-1080-NT fibrosarcoma cells. HT-1080-NT fibrosarcoma viability, CellTiter-Glo ATP luminescence, 48 h. hit rate 1.6% among 360,000. Potency, µM (series often up to 46.1 µM), without a hit: at the top dose activity, negative = less viability, hits mostly cytotoxic;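 further: NT is the 2HG producing partner of a matched IDH1 knockdown line; potency means the concentration at half of the fitted maximal effect; 0% = DMSO-treated cells and -100% = media-only wells without cells; nearly all actives have a fitted effect of over 55% in size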
#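 Compounds were tested in concentration-response format on HT-1080-NT cells for 48 hours at 37 degrees C. Cell viability came from CellTiter-Glo luminescence; curves were classified by r2, response magnitude and activity.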
# SW480 rereplic: DNA re-replication induction in SW480 cells; SW480 DNA re-replication, Hoechst DNA content imaging, 48 h; Potency, µM (doses to about 46.1 µM), for inactives: at the top dose re-replication activation, actives largely listed as activators; hit rate 1.8% among 340,000; further: potency means the concentration at half of the fitted maximal effect; % of control where 0% means no effect; nearly all actives have a fitted effect of over 55% in size
#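 250 cells/well; 23 nL cpd via pin tool; 48 hr, 37 C, 5% CO2; Hoechst 40 min; imager read of total nuclear intensity, ex 405/em 500-530 nm.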
# KB-3-1 cytotox: KB-3-1 parental cell cytotoxicity; hit rate 1.4% among 400,000; Potency, µM (series often up to 46.1 µM), inactives show top-dose activity change, negative = cytotoxic, most hits filed as cytotoxic; AID 1347075; KB-3-1 viability, CellTiter-Glo ATP luminescence, 72 h; further: potency means the concentration at half of the fitted maximal effect; on the % scale 0 is the no-effect control and ±100 the full control effect; nearly all actives have a fitted effect of over 60% in size
#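 Parental KB-3-1 adenocarcinoma cells in phenol-red-free DMEM with 10% FBS were pin-treated with compounds at several concentrations, incubated 72 h at 37 °C, and viability read by CellTiter-Glo luminescence; concentration-effect curves were fitted after normalization.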
# MCF10A rerep: induces DNA re-replication in MCF 10a normal breast cells | MCF 10A DNA re-replication, Hoechst nuclear intensity, 48 h | Potency, µM (top dose mostly 46.1 µM), for the others: at the top dose activity, positive = re-replication, hits mostly activators | hit rate 2.9% among 350,000 | AID 624296; further: potency means the concentration at half of the fitted maximal effect; % of control where 0% means no effect; nearly all actives have a fitted effect of over 50% in size
# IL-1B inflam inh: inflammasome signaling inhibition, IL-1 beta readout; THP-1 LPS/ATP IL-1B secretion, AlphaLISA, 16 h; stronger effect = lower value; activity change, % at 57.5 µM; hit rate 4.7% among 360,000; in the data active means activity change below about -50%; inconclusive means mostly about -30% to -49%; further: on the % scale 0 is the no-effect control and ±100 the full control effect
#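 Secreted IL-1B measured by AlphaLISA bead assay after 16 h compound exposure of THP-1 cells; compounds (final up to 57.5 uM) added 1 h before LPS (250 ng/mL) and ATP (1.25 mM) stimulation; lower signal means less secretion.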
# ATXN viability: viability counter-screen for ATXN expression inhibitors. S2 cells (HEK-293 line with an ATXN2-luciferase reporter) viability, CellTiter-Fluor protease fluorescence, 24 h. Potency, µM (series often up to 56.7 µM), hits mostly cytotoxic. hit rate 0.49% among 400,000; further: potency means the concentration at half of the fitted maximal effect; nearly all actives have a fitted effect of over 40% in size
# ATXN2 expr inh: reduces ATXN2 reporter expression in HEK-293 cells; HEK-293 ATXN2-luciferase reporter, luminescence, 24 h; Potency, µM (titrated, usually from 57 µM), for the others: at the highest dose activity change, negative = inhibition, most hits filed as inhibitors; hit rate 0.72% among 360,000; further: potency means the concentration at half of the fitted maximal effect; on the % scale 0 is the no-effect control and ±100 the full control effect; nearly all actives have a fitted effect of over 55% in size
#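 qHTS (up to 57 uM final) was run with 24 h compound exposure of reporter cells at 37 °C. Each well was multiplexed: SteadyGlo luminescence measured ATXN2-luciferase expression after a fluorogenic Gly-Phe-AFC viability readout (25 uM final).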
# HepG2 viability: HepG2 cytotoxicity, counter-screen for TGF-b inhibitors. HepG2 CAGA-GFP viability, ATP luminescence, 18 h. Potency, µM (doses to about 46.1 µM), for the others: top-dose activity change, negative = cytotoxicity, usual class: cytotoxic. hit rate 0.76% among 410,000; further: potency means the concentration at half of the fitted maximal effect; some results filed as inactive show a strong effect at the top dose
#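 HepG2 CAGA-GFP cells (1000/well, DMEM with 1% FBS) received compound, then TGF-beta at 500 pg/mL final, and were incubated 18 hours at 37 degrees C. Viability was read by CellTiter-Glo luminescence. Media-only wells were set as complete cell-killing and DMSO as no toxicity.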
# An asterisk follows results filed as active; i = inactive; u = inconclusive; x = not tested or not shown; & = joins results of further samples; ! = not confirmed by another sample; [ ] = dose if it differs, or a comment. Unless noted, the call rests on the fitted dose curve; in most records, active means well fitted curve in the direction sought with a large enough effect; inconclusive means small, poorly fitted or top-dose-only effect, or another doubt; inactive means no such curve, though single readings can be large; an effect the other way counts as inactive or inconclusive.
# Values in the order – HT1080-NT tox	MCF10A rerep	HT1080 IDH1KD tx	SW480 rereplic	ATXN viability	IL-1B inflam inh	KB-3-1 cytotox	HepG2 viability	ATXN2 expr inh
> CCNc1nc(NCC)n2c(SCC(=O)Nc3ccc(Br)cc3F)nnc2n1
  -16%	14%	-20%	-17%	i	-4	1%	-4%	-10%
> CCOc1cc(/C=N/NC(=O)CSc2nncn2C)ccc1OCc1ccccc1
  -12%	1%	-15%	0%	i	47	u	0%	-14%
> Clc1ccc(-c2nc(-c3ccccn3)no2)cc1Cl
  -2%	-13%	u	3%	i	23	23%	-7%	u
> O=C(CCN1CCOCC1)N/N=C/c1cc(Br)cc(Br)c1O
  u	u	u	1%	x	104	u	-37%	-15%[11.3 µM]
> CC(=O)c1ccc(NC(=O)CCSCCC(=O)Nc2ccc(C(C)=O)cc2)cc1
  3%	-5%	4%	-7%	i	35	1%	-27%	3%
> O=C(COC(=O)CNC(=O)c1ccccc1F)Nc1ncc(Cl)cc1Cl
  3%[9.24 µM]	1%	-4%	-38%[inhibitor]	i	-16	8%	-4%	-2%
> CCN(CC)S(=O)(=O)c1ccc2c(c1)N(CC(=O)Nc1cccnc1Cl)C(=O)CO2
  0%	u	-1%	6%	i	17	10%	-10%	-16%
> CCN1CCN(C(=O)c2ccc3c(c2)N(Cc2ccccc2F)C(=O)c2ccccc2S3(=O)=O)CC1
  9%	-3%	1%	-16%	i	8	5%&6%	5%&-20%	6%&3%
> COc1ccc(/C=N/NC(=O)c2cc(C34CC5CC(CC(C5)C3)C4)[nH]n2)cc1OC
  22%	u	9%	-1%	u	0	6%	-25%	u
> Cc1cc(Nc2cccc(Cl)c2)nc2ccc(NC(=O)c3ccc(F)cc3Cl)cc12
  x	x	x	x	i	x	-9%	-20%	u
> CS(=O)(=O)NCCOc1ccc(S(=O)(=O)N2CCCc3ccccc32)cc1
  u	-2%	u	-1%	i	-5	4%	-38%	-5%
> O=C1C2CCCN2C(=S)N1C1CCCCC1 (configuration not stated)
  -2%	8%	7%	-5%	i	28	7%	-15%	x
> Cc1cccc(NS(=O)(=O)c2ccc(Cl)cc2)n1
  -13%	-4%	-2%	-10%	i	1	1%	5%	-10%
> O=C(NC(=S)Nc1ccccc1N1CCCCC1)c1ccc(F)cc1
  0%	u	-2%	-1%	i	2	x	-11%	0%
> Cc1ccc(C)c(S(=O)(=O)N2CCN(C(=O)CCCc3c[nH]c4ccccc34)CC2)c1
  0%	u	-22%	u	u	u	-23%	8%	-18%

# Next section (5 carried over from the part before).
# Values in the order – HT1080-NT tox	MCF10A rerep	HT1080 IDH1KD tx	SW480 rereplic	ATXN viability	IL-1B inflam inh	KB-3-1 cytotox	HepG2 viability	ATXN2 expr inh
> CS(=O)(=O)NCCOc1ccc(S(=O)(=O)N2CCCc3ccccc32)cc1
  u	-2%	u	-1%	i	-5	4%	-38%	-5%
> O=C1C2CCCN2C(=S)N1C1CCCCC1 (configuration not stated)
  -2%	8%	7%	-5%	i	28	7%	-15%	x
> Cc1cccc(NS(=O)(=O)c2ccc(Cl)cc2)n1
  -13%	-4%	-2%	-10%	i	1	1%	5%	-10%
> O=C(NC(=S)Nc1ccccc1N1CCCCC1)c1ccc(F)cc1
  0%	u	-2%	-1%	i	2	x	-11%	0%
> Cc1ccc(C)c(S(=O)(=O)N2CCN(C(=O)CCCc3c[nH]c4ccccc34)CC2)c1
  0%	u	-22%	u	u	u	-23%	8%	-18%
> Cc1cccc(C)c1NC(=O)NC1(C(=O)N2CCOCC2)CCCCC1
  28%	0%	27%	-5%	i	13	7%	-20%	-1%
> COc1cccc(C2CC(c3cccs3)=NN2S(C)(=O)=O)c1OC (configuration not stated)
  -2%	3%	0%	0%	i	0	0%	-7%	-17%
> CN(C)/C(=N\S(=O)(=O)c1ccc(Cl)cc1)c1ccc(F)cc1
  6%	-2%	10%	4%	i	0	0%	6%	0%
> Cc1c(C=O)c(=O)n(-c2ccccc2)n1C
  5%	-7%	11%	-4%	i	4	4%	0%	2%
> Fc1ccccc1CNC(=S)Nc1cccc(C(F)(F)F)c1
  -13%	u	-3%	8%	i	-98*	u	-38%	-21%
> CCCCN(CCCC)c1cc(C)nc(-c2ccccc2O)n1
  6%	u	4%	-1%	i	74	-2%	-5%	11%
> COc1ccc(C2=C(C)CC(C)(C)NC2=O)cc1OC
  11%	0%	9%	1%[9.22 µM]	i	1	0%	1%	0%
> Cc1sc2nc(SCc3ccccc3)n(Cc3ccco3)c(=O)c2c1C
  -2%	9.2µM*	8%	6%	i	18	5%	1%	3%
> O=C(O)c1cccc(CN2C(=O)SC(Nc3ccccc3)C2=O)c1 (configuration not stated)
  7%	23µM*	1%	-4%	i	-6	-6%	-22%	4%
> CCCCOc1ccc(C(=O)NNC(=O)C2C3CCC(C3)C2C(=O)O)cc1 (configuration not stated)
  0%	13%	-16%	4%	i	-20	-4%	-6%	24%
> Cc1ccc(NC(=O)CCN2CCN(CCO)CC2)cc1C
  x	x	x	x	i	x	5%	-1%	8%
> CN(C)C(=O)c1cc(C(=O)c2ccccc2Br)c[nH]1
  7%	4%	2%	-16%	i	10	0%	-29%	x
> O=C(Nc1ccc(Br)cc1)Nc1cnccn1
  -1%	12%	0%	10%	i	-1	u	0%	14%
> C=CCN1C(=O)CS/C1=N\N=C\c1cccc([N+](=O)[O-])c1
  4%	u	12%	5%	i	0	-9%	22%	-1%[11.3 µM]
> CCCn1c(SCC(=O)NC23CC4CC(CC(C4)C2)C3)n[nH]c1=O
  10%	4%	7%	-5%	i	18	0%	-15%	8%
> CC1CCc2c(sc3nc(CSc4n[nH]c(N)n4)[nH]c(=O)c23)C1 (configuration not stated)
  10%	12%	7%	-2%	i	-12	3%	-2%	31%
> O=C(Nc1nc(-c2ccccc2)cs1)c1ccccc1NS(=O)(=O)c1ccc(F)cc1
  6.5µM*	16µM*	u	-1%	i	-50*	6.5µM*	-84%	u
> O=C(CSc1nccc(-c2ccc(Br)cc2)n1)NCCc1ccccc1
  -3%	u	1%	-1%	i	37	5%	-32%	-12%
> COc1ccccc1C(=O)NC(=S)Nc1ccc(NC(=O)c2cccs2)cc1
  -13%	1%	-9%	-7%	u	-13	14%	2%	-15%
> O=[N+]([O-])c1ccccc1/C=C/CN1CCCCC1
  0%	4%	-1%	-4%	i	0	-1%	6%	-1%
> CCCCNc1c(-c2ccc(SC(C)CC)cc2)nc2ccccn12 (configuration not stated)
  u	u	u	u	u	0&0	18µM*!	-98%	u
> Cc1cccc(/C=C2/C(=O)/C(=C/c3ccccc3C)C3CCC2N3C)c1 (configuration not stated)
  -3%	10%	-2%	-4%	i	-7	-12%	-7%	-8%
> CCOC(=O)c1sc2nccc(N(C)C)c2c1N=CNOCc1ccccc1
  -29%	21µM*	-24%	u	i	-7	u	18%	0%
> CC1CN(C(=O)c2cccc(COc3ccccc3Cl)c2)CC(C)O1 (configuration not stated)
  -4%	u	1%	-3%	i	3	7%	-24%	40%[activator]
> Cn1c(C(=O)N2CCC(C(N)=O)CC2)cc2c(=O)n(C)c3ccccc3c21
  0%	-4%	-2%	-10%	i	-20	8%	-26%	3%
> O=C(NN1CCOCC1)c1cccc2ccccc12
  20%	-2%	4%	0%	u	1	-2%	1%	-7%
> Cc1cc(Cl)ccc1NC(=O)CCN1C(=O)NC(C)(C)C1=O
  8%[9.24 µM]	4%	8%	-45%[inhibitor]	i	4	-1%	6%	5%
> COc1ccc2c(c1)c1c(c(=O)n(CCc3ccccc3)c(=O)n1Cc1cccc(F)c1)n2C
  x	x	x	x	i	x	1%	-3%	3%
> CCOc1ccc(/C=N/Nc2ccccc2)cc1
  u	-2%	u	16%	u	23	-5%	-24%	x
> CCCN(Cc1cc2ccccc2[nH]c1=O)C(=O)c1cccc([N+](=O)[O-])c1
  5%	8%	14%	-4%	i	19	-5%	-4%	-15%

# Just HT1080 IDH1KD tx, for 3 of the compounds above:
mol | HT1080 IDH1KD tx
Cc1cccc(/C=C2/C(=O)/C(=C/c3ccccc3C)C3CCC2N3C)c1 (configuration not stated) | -2%
CCOC(=O)c1sc2nccc(N(C)C)c2c1N=CNOCc1ccccc1 | -24%
CC1CN(C(=O)c2cccc(COc3ccccc3Cl)c2)CC(C)O1 (configuration not stated) | 1%

# Next section
# Values in the order – HT1080-NT tox	MCF10A rerep	HT1080 IDH1KD tx	SW480 rereplic	ATXN viability	IL-1B inflam inh	KB-3-1 cytotox	HepG2 viability	ATXN2 expr inh
> Cc1ccc(-n2[nH]c(C)c(/C=N/Nc3ccc([N+](=O)[O-])cc3[N+](=O)[O-])c2=O)cc1C
  u	15µM*	21µM*	2%	u	-15	u	-52%	-33%
> Cc1ccc(N/C=C(/C#N)c2ccsc2)cc1
  -8%	0%	-9%	9%	i	-18	-4%	-29%	57%[activator]
> Cc1ccc2nc(N3CCN(CCO)CC3)nc(-c3ccccc3)c2c1
  -29%	3.7µM*	-23%	12µM*	x	u	-5%	-40%	-6%
> Cc1ccc(CCNC(=O)CS(=O)Cc2nc(-c3cccc(C)c3)oc2C)cc1 (configuration not stated)
  0%	6%	-3%	-10%	u	13	4%	-18%	u
> Cn1c(=O)c2cc(NC(=O)Nc3cccnc3)ccc2n1Cc1cccc(C(F)(F)F)c1
  5%	x	4%	x	i	49	0%	-8%	18%

# Rows are unselected. About 8.9% of those tested had a hit in this group.
